# FXIa inh 1536 – blocks human coagulation factor XIa protease activity | P03951 | purified FXIa, Boc-Glu-Ala-Arg-AMC fluorogenic substrate | inhibition, % at 5 µM | hit rate 0.14% among 220,000;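 active = inhibition of at least 40%; inactive = inhibition below 40%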;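 also: fluorescence of freed AMC excited at 355 nm; 0% = enzyme without compound and 100% = no enzyme blank; many of its hits are not listed in these tables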
# p97 ATPase inh – inhibitors of human p97 ATPase. P55072. recombinant p97 ATPase, Kinase-Glo ATP luminescence, 3 h. inhibition, % at 8 µM. hit rate 0.42% among 220,000; in the data active = inhibition above about 15%;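 also: 0% = DMSO vehicle and 100% = wells lacking enzyme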
# Target sequence (P55072 whole entry, looked up): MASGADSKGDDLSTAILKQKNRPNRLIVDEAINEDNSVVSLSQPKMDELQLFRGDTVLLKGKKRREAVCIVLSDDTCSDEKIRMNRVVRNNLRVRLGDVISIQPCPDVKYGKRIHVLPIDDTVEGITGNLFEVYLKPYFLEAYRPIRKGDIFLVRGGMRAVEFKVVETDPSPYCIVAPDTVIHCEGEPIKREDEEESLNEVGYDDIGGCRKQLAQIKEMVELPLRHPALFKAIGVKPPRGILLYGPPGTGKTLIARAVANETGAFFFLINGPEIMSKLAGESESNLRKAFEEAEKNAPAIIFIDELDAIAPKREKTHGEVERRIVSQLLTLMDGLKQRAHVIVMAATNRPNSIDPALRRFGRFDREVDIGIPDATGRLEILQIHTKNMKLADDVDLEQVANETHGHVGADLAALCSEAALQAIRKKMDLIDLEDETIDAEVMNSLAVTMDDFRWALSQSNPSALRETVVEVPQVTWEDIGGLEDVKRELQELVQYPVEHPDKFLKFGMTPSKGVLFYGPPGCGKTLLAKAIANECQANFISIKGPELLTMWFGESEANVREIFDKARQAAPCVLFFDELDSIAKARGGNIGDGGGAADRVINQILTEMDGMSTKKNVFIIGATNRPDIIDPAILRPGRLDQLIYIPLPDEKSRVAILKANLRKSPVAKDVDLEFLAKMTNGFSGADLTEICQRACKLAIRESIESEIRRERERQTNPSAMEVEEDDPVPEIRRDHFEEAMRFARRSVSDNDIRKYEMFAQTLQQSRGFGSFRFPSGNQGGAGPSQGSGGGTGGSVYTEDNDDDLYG
# PERK inh – human PERK inhibition, primary cell-based screen. inhibition, % at 5.6 µM. AID 1416. hit rate 0.17% among 220,000. CHO PERK-DD fusion, SEAP luminescence translation reporter;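 active = inhibition above the mean inhibition of all tested compounds plus 3 SD, set separately per screening campaign, cut at about 2.9% in these data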;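 also: PERK kinase domain activated by AP20187 dimerizer at 100 nM; 0% = DMSO with dimerizer and 100% = rapamycin at 8.4 µM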
# FXIIa inh – blocks human coagulation factor XIIa protease activity | P00748 | purified FXIIa, Boc-QGR-AMC fluorogenic substrate, 2 h | inhibition, % at 5 µM | hit rate 0.3% among 220,000 | AID 800; in the data active = inhibition above about 40%;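 also: 0% = enzyme with no compound and 100% = blank without enzyme; many of its hits are not listed in these tables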
# Wee1 degr inh – inhibitors of human Wee1 degradation; HeLa Luc-Wee1K328M stability, luciferase luminescence; 100% = proteasome inhibitor MG132 effect; AID 1321; reporter increase, % at 5 µM; hit rate 1.2% among 220,000;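 active = activation above the mean of all tested compounds plus 3 SD, set per screening run, cut at about 8.8% in these data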;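 also: cells exposed to compound for 20 h before luminescence read; 0% = DMSO alone and 100% = MG132 at 30 µM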
# Furin inh – blocks human furin protease activity | AID 463115 | hit rate 0.061% among 220,000 | purified furin, fluorogenic substrate cleavage | inhibition, % at 30 µM | P09958; in the data active = inhibition above about 25%; also: inactives centre near -15
# hK5 inh – inhibitors of human kallikrein 5; recombinant hK5, fluorogenic AMC substrate cleavage; Q9Y337; inhibition, % at 5 µM; hit rate 0.59% among 210,000;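 active = inhibition of 40% or more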;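 also: 0% = enzyme controls without compound and 100% = no-enzyme blanks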
# Target sequence (Q9Y337 67-293 limits assumed): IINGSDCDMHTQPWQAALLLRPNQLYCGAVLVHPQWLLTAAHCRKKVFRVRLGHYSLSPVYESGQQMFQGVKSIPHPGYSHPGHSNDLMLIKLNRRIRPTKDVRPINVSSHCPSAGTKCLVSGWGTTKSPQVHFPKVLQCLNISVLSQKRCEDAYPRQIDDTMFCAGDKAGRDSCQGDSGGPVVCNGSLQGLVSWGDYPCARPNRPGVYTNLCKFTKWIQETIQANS
# Thrombin inh – thrombin (human) inhibition. P00734. alpha-thrombin, Boc-VPR-AMC fluorogenic substrate cleavage. inhibition, % at 5 µM. hit rate 0.26% among 220,000. AID 1046;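 active = inhibition at or above 40%; inactive = inhibition below 40%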;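 also: 0% = enzyme with no compound and 100% = wells without enzyme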
#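 System – human alpha-thrombin protein · Reagent – Boc-VPR-AMC substrate, 15 µM final · Compound – 5 µM single dose in 0.2% DMSO · Schedule – reaction at room temperature · Technique – AMC fluorescence at 355 nm excitation and 460 nm emission · Read-out basis – % inhibition relative to enzyme controls and enzyme-free blanks · Control set – no-compound enzyme wells and no-enzyme blanks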
# Cl transport mod – modulates chloride dependent transport by human KCC2. B-score of Tl+ flux slope (higher = more flux/activation; lower = inhibition) at 10 µM. KCC2 cells, thallium flux FluoZin-2 fluorescence. AID 1456. hit rate 2.2% among 190,000. Q9H2X9;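 active = thallium flux slope and its plate-corrected score both differing from the plate sample mean at a set confidence after two filtering rounds, in either direction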;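 also: slope of fluorescence scaled to starting intensity during 10 to 20 s after thallium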
# * hit, by the source's call; x = not tested or not shown; [ ] = remark or other dose.
SMILES,FXIa inh 1536,p97 ATPase inh,PERK inh,FXIIa inh,Wee1 degr inh,Furin inh,hK5 inh,Thrombin inh,Cl transport mod
CN1CCN(S(=O)(=O)c2ccc(NC(=O)c3ccco3)cc2)CC1,-5.7,4.1,-0.3,11.8,0.4,-16.5[20 µM],0.0,-3.8,-0.0687
COc1ccc(C(=O)CN2C3=NCCCN3c3ccccc32)cc1OC,1.7,6.2,-0.4,7.4,0.2,-20.1,-10.8,-3.2,0.263
Cc1cc(C)c2c(n1)nn1c(N3CCN(c4cccc(Cl)c4)CC3)cc(C)nc21,x,-0.3,1.1,x,14.1*,3.6[20 µM],x,x,-1.19
O=C(C1COc2ccccc2O1)N1CCc2ccccc21 (stereo not drawn),2.4,2.7,0.8,-3.8,0.2,-21.9,-23.8,-7.0,x
CSc1nc(Cl)c(Cc2ccc(OCC(C)C)cc2)c(N2CCOCC2)n1,4.9,0.6,0.3,3.2,0.0,-7.4,-27.7,-5.7,-0.169
CC1CCc2sc(C(=O)OCC(=O)NCc3ccc(F)cc3)cc2C1 (stereo not drawn),3.8,-1.5,1.2,7.3,0.2,-15.7,3.0,-4.4,0.379
CCOc1cc(N2CCOCC2)c(OCC)cc1NC(=S)NCCCOC,8.8,2.1,-0.2,7.2,2.4,-19.3,6.9,-0.5,x
Cc1ccc(S(=O)(=O)Nc2ccccc2C(N)=O)cc1,4.1,5.2,0.7,12.8,-1.4,-20.8[20 µM],-1.8,2.5,-1.14
CCOC(=O)C1CCC(CN(Cc2ccccc2C)S(=O)(=O)c2ccc([N+](=O)[O-])cc2)CC1 (stereo not drawn),5.0,-2.2,-0.6,17.6,2.4,-4.1,-4.6,3.7,-0.487
COc1cccc(NCc2cc(=O)oc3cc(-c4ccccc4)c(O)cc23)c1,-0.9,3.3,-0.5,14.8,3.5,-6.5,1.1,-0.9,0.683
Cc1nnc(-n2cnc3ccccc32)c2ccccc12,10.2,0.5,0.2,12.5,-1.0,-14.3[20 µM],-0.2,-1.9,0.318
CC(C)CC(=O)Nc1nnc(SCC(=O)NCc2ccco2)s1,-5.5,0.3,-0.2,8.8,7.0,-10.0,-0.7,-7.0,0
COc1ccc(C2=Nn3c(nnc3-c3ccccn3)SC2)cc1OC,1.7,3.5,0.4,-2.1,-3.4,-9.9,3.4,-1.5,-1.44
Oc1ccc(Br)cc1-c1cc(-c2ccccc2Cl)[nH]n1,-2.5,-3.7,-0.5,0.5,-0.4,-13.8,-2.4,-7.2,0.0672
CC1CCCCC1NC(=O)CSCC(=O)O (stereo not drawn),0.2,0.9,1.0,7.0,-3.0,-14.6,-25.1,-3.9,-0.168
O=C(O)CC1C(=O)OCN1C(=O)OCc1ccccc1 (stereo not drawn),3.1,-2.7,-0.3,19.7,1.0,-15.3,-16.1,-7.5,-0.876
FC(F)Sc1ccc(NC(=S)NCc2ccccc2)cc1,0.4,-0.7,-0.2,6.8,2.9,-17.3,2.8,-4.7,-1.81
COc1ccccc1N(CC(=O)Nc1c(C)cccc1C)S(C)(=O)=O,1.2,-5.8,-1.3,8.8,0.3,1.4[20 µM],-1.0,2.1,0.834
O=C(Nc1cccc(F)c1)C1CCN(C(=O)c2ccc(Cl)cc2)CC1,-3.5,-4.9,-1.2,0.6,0.9,-16.3,0.8,-7.2,-0.779
O=C(NNC(=O)c1ccc[nH]1)Nc1cc(Cl)cc(Cl)c1,3.7,7.4,1.9,4.5,-3.0,-16.1,3.1,1.9,-2.02
COc1ccc(OC)c(/C=C2\SC(=S)N(N3CCOCC3)C2=O)c1,0.2,2.4,1.8,2.3,-0.1,-6.1,-1.7,-7.1,-0.287
COC(=O)CCC(=O)NC(=S)Nc1ccc(S(=O)(=O)N2CCCC2)cc1,-7.0,-1.2,0.6,-1.5,-0.7,-10.6,-15.9,-6.6,-0.104
O=C(NCc1csc(-c2cccs2)n1)c1cccc(Cl)c1,3.2,7.2,1.5,4.0,2.8,-9.9,-2.4,-3.4,-1.97
NC(=S)Nc1ccc(C(F)(F)F)cc1Cl,0.3,0.2,1.1,7.7,-1.8,-14.0,-3.8,2.6,0.0421
Cc1ccc(-c2csc(N/N=C/c3ccco3)n2)cc1,-5.5,1.5,-0.3,7.3,0.2,-9.8[20 µM],-13.0,0.6,-4.18
C=CCC1(CC=C)CCCN1C(=O)CC1C(=O)NCCN1Cc1ccc(OC)c(OC)c1 (stereo not drawn),-3.6,-2.3,-0.2,1.3,4.7,-11.5,1.2,-11.5,-0.923
O=C(Cn1cc2c(n1)CCCC2)Nc1ccccc1Cl,5.9,1.1,1.0,17.6,-0.9,-27.5,1.9,5.3,0.425
COc1ccc(-c2csc(NC(=O)c3ccccc3C(=O)O)n2)cc1,-4.6,4.5,0.6,13.7,-0.8,-11.8,-21.9,-0.8,0.102
O=C(CSc1nc2ncccc2[nH]1)NCc1ccccc1,-1.4,-5.2,-0.4,1.1,0.0,-17.4,1.9,-3.5,x
COc1ccc(C(=O)c2sc(NC(C)C)nc2N)cc1OC,8.2,1.8,0.3,18.2,0.0,1.2,3.5,4.6,x
Cc1nnc(NC(=O)c2ccccc2-c2ccccc2C(=O)O)s1,6.8,5.1,0.7,8.1,-2.3,-9.8,8.0,1.8,0.649
CCNc1nc(NCc2ccccc2)nc(SCC(=O)Nc2ccccc2)n1,-0.2,2.5,0.1,4.9,-2.5,-13.8,-5.9,-16.0,-1.8
CC1(C)CC(=O)C2=C(C1)OC(N)=C(C#N)C2c1cn(-c2ccccc2)nc1-c1ccc(F)cc1 (stereo not drawn),4.2,-1.4,0.4,-1.2,8.4,-15.1,-5.3,1.8,0.0286
Cc1nc(N2CCN(Cc3nc4ccccc4[nH]3)CC2)c2oc3ccccc3c2n1,-1.8,0.0,-0.2,1.9,-0.3,-14.5,4.4,-7.0,-0.808
COc1ccc(NS(=O)(=O)c2c(C)cc(C)cc2C)cc1,1.6,1.2,0.3,8.6,-1.0,-11.6[20 µM],-6.6,2.0,-0.0131
O=C(NN1CCOCC1)c1cn(-c2ccccc2)nc1-c1cccs1,-4.5,1.0,0.9,0.1,5.0,-19.3,-1.0,-7.9,0.565
O=C1CCc2cc(S(=O)(=O)N3CCCC3C(=O)N3CCN(c4ccccc4)CC3)ccc2N1 (stereo not drawn),1.9,-4.8,0.4,11.3,-2.3,-10.2,-6.6,-0.2,x
N[C@@H](Cc1ccccc1)c1nnc(SC/C=C/c2ccccc2)o1,1.9,0.8,-0.7,10.8,-0.7,1.8,4.2,0.5,-3.14
CCOC(=O)c1cc2c(=O)n3cccc(C)c3nc2n(Cc2ccco2)c1=NC(=O)c1ccccc1,4.2,-1.2,-0.5,10.0,-0.5,-17.6[20 µM],-104.1,-2.2,x
C/C(=N\Nc1ccc(C#N)cc1[N+](=O)[O-])c1ccc(O)cc1,1.6,6.9,0.8,5.4,2.0,-8.4,-1.3,-2.8,0.0152
COc1ccc2[nH]c3c(=O)n(Cc4ccco4)cnc3c2c1,8.2,1.4,-1.2,-8.0,-0.9,-18.0,0.7,-2.7,0.853
Cc1cccc(N(Cc2ccccc2F)S(C)(=O)=O)c1,-4.2,0.1,1.0,2.5,-0.6,-17.8,-13.3,-0.6,-0.955
CCCS(=O)(=O)C(=C1NCCO1)S(=O)(=O)CCC,3.2,0.8,1.7,9.8,-2.1,-15.7,-5.5,3.6,0.118
Cc1nc2cc(NC(=O)Nc3nccs3)ccc2n1C,-3.2,-3.6,0.2,8.2,2.5,-22.6[20 µM],-13.5,-1.2,x
COc1ccccc1NS(=O)(=O)c1ccc(O)cc1,-14.0,-1.0,1.4,-13.4,0.1,-11.7[20 µM],-22.0,-5.0,0.188
COc1cc(/C=C/c2[nH]c(=O)[nH]c(=O)c2[N+](=O)[O-])ccc1OCCC(C)C,-5.0,3.6,0.0,4.7,-1.4,-3.1,-3.5,-4.5,0.577
CC(C)Cc1ccc(C(C)C(=O)Nc2ccc(O)cc2)cc1 (stereo not drawn),-1.4,3.4,0.7,2.4,-2.0,-13.1,-0.2,2.8,1.95
COc1ccc(-c2ccc(SCC(=O)N3c4ccccc4CC3C)nn2)cc1OC (stereo not drawn),8.7,-6.5,-1.7,13.4,-2.6,-7.5[20 µM],3.2,3.5,-0.558
O=c1[nH]c2ccccc2n1C1=CCNCC1,-1.0,0.8,0.2,8.7,-0.3,-14.1,-3.7,-0.1,x
O=C(COC(=O)CCc1ccc(S(=O)(=O)N2CCOCC2)cc1)Nc1ncc(C(F)(F)F)cc1Cl,1.1,-0.6,0.8,9.2,0.8,-14.2[20 µM],1.4,2.5,-0.0924
CN1CCN(C(=O)c2cn(C)c3ccc(S(=O)(=O)N(C)C4CCCCC4)cc3c2=O)CC1,-10.2,1.2,2.0,-0.9,0.8,-4.0,1.0,-6.4,-0.237
N#CCC(=O)NCCCc1ccccc1,6.8,0.9,1.6,15.3,-0.6,-11.2,-13.8,-2.8,-0.885
Cc1ccsc1/C=N/NC(=O)c1c[nH]c2ccccc12,-2.9,0.7,-0.3,-0.6,-2.4,0.1[20 µM],-6.8,-4.7,-0.634
O=C(CSc1ccccc1)Nc1ccc(-c2nc3ccccc3[nH]2)cc1,0.2,-2.8,0.4,12.3,2.3,-7.6,-6.2,-6.7,1.13
CS(=O)(=O)NCc1csc(-c2ccccc2)n1,4.0,10.2,0.9,1.8,-0.3,-18.1,9.8,5.0,-1.34
O=C(Cc1ccc(Cl)cc1)Nc1ncc([N+](=O)[O-])s1,-3.2,4.8,0.8,1.5,1.3,-11.1,-6.6,-12.8,0.786
CCCCCCCC1CC(CSc2ncn[nH]2)OC1=O (stereo not drawn),9.2,-2.6,0.3,15.0,-1.7,-18.6[20 µM],-6.5,1.6,0.691
COc1ccc(C(=O)NCc2nnc(SCC(=O)Nc3nnc(C)s3)o2)cc1OC,-0.9,4.8,2.2,8.3,2.1,-18.7,-2.9,1.0,0.226
COCCNc1c2c(c(C#N)c3nc4ccccc4n13)CCCC2,-0.5,3.8,-0.2,11.8,6.3,-23.9,1.3,6.9,-2.83
O=C(C1CCCCC1)N1CCCC(c2nc(-c3ccc(F)cc3)no2)C1 (stereo not drawn),3.4,-1.1,0.0,10.2,-0.4,-11.2,-3.2,-1.1,-2.2
Cc1onc(-c2c(F)cccc2Cl)c1C(=O)NCCc1ccc(S(N)(=O)=O)cc1,1.6,4.2,1.3,14.1,1.2,-19.5[20 µM],-5.2,-2.6,1.34
COC(=O)C1=C(N)n2c(s/c(=C\c3cccnc3)c2=O)=C(C(=O)OC)C1c1cccnc1 (stereo not drawn),7.0,5.5,2.1,8.3,-2.9,-6.0,-16.9,-3.9,-0.649

# From PubChem BioAssay

# Not a hit list; 4.4% or so of the library scored in one or more.
